Bioassay records: PubChem, several laboratories
Cdc42 wt GTP: modulators of GTP binding to wildtype Cdc42, primary screen, biochemical, multiplex bead flow cytometry, Bodipy-GTP | hit rate 0.2% among 190,000 | percent activity (GTP binding), % at 10 µM | GST-Cdc42 beads; actives lie on both sides | AID 761, 2007 | Cell division control protein 42 homolog (Homo sapiens), P60953;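 active = percent activity GTP binding at least 20 points away from the 100% baseline, either down as inhibitor or up as activator; inconclusive = compound flagged as likely green fluorescent from well-wide comparison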;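 note: median bead fluorescence of bound Bodipy-FL-GTP at 100 nM; 0% = excess unlabeled GTP control and 100% = no compound control; below 100% means less GTP binding so inhibitor and above means activator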
Target sequence (P60953 whole entry, looked up): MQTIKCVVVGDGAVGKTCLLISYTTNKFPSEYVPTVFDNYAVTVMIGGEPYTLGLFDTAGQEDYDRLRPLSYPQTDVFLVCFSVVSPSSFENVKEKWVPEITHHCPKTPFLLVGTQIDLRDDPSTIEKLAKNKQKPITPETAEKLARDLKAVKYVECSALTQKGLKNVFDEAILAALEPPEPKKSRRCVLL
Mcl1-Noxa inh: Mcl-1/Noxa binding inhibitors, primary screen, biochemical, TR-FRET, 1536-well; TR-FRET Mcl-1/Noxa peptide binding, 2 h; inhibition, % at 21.7 µM; hit rate 1.5% among 220,000;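 active = compounds that cut the protein-peptide binding signal by more than 50% relative to plate controls in a single-dose test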;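 note: His-tagged Mcl-1 with rhodamine Noxa BH3 peptide and terbium anti-His antibody; 0% = Mcl-1 plus Noxa peptide wells and 100% = peptide-only wells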
Target sequence (Q07820 whole entry, looked up): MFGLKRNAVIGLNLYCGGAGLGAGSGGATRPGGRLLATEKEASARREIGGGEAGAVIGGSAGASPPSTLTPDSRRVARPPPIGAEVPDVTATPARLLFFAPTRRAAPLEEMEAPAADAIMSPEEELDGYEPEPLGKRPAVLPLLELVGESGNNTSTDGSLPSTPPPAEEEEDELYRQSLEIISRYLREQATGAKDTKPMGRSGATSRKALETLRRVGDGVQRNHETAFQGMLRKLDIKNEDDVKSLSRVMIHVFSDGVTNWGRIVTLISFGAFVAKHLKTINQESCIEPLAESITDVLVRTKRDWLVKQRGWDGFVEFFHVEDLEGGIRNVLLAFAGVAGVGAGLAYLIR
HRas wt GTP bind: modulators of GTP binding to HRas wildtype, primary screen, biochemical, bead-based flow cytometry, multiplex | GTPase HRas (Homo sapiens), P01112 | GST-Ras wt beads, Bodipy-FL-GTP binding; actives lie on both sides | GTP binding activity, % at 10 µM | hit rate 0.14% among 190,000;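 active = GTP binding activity at least 20% away from the 100% baseline, either lowered as inhibitor or raised as activator; inconclusive = flagged as likely green fluorescent, judged across all proteins in the well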;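 note: 0% = unlabeled GTP competition control and 100% = no-compound control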
Target sequence (P01112 whole entry, looked up): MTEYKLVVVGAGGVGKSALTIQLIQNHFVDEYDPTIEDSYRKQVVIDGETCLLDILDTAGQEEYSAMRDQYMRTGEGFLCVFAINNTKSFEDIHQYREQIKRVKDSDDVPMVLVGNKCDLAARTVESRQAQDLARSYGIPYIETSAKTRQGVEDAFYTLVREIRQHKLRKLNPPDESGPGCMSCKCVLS
Avidin fluor: green autofluorescence of compounds with avidin beads – biophysical, 488/530 nm, flow cytometry, artefact control, profiling panel | compound fluorescence 488/530 nm; active compounds read high | fluorescence (KMESF) at 10 µM | hit rate 0.38% among 220,000 | AID 1775, 2009; in the data active = fluorescence above about 47; note: inactives centre near 10
Rab2 wt GTP: modulators of GTP binding to Rab2A wildtype, primary screen, biochemical, dog, bead-based flow cytometry, multiplex. GST-Rab2 wt beads, Bodipy-GTP binding. AID 760, 2007. Ras-related protein Rab-2A (Canis lupus familiaris), P61105. GTP binding activity, % at 10 µM. hit rate 0.19% among 190,000;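 active = GTP binding activity at least 20 points away from 100%, either lowered or raised; inconclusive = signal likely due to the compound's own green fluorescence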;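 note: 0% = beads with excess unlabeled GTP and 100% = no-compound control corrected for plate trend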
GSH fluor: compound fluorescence on glutathione beads, profiling panel, artefact control, biophysical, 488/530 nm, flow cytometry | AID 1776, 2009 | fluorescence (KMESF) at 10 µM | GSH beads flow cytometry, compound fluorescence 488/530 nm; active compounds read high | hit rate 0.25% among 190,000; in the data active = fluorescence above about 89;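 note: glutathione beads carrying GST-tagged Bcl family fusion proteins plus one bare bead set; values are compound well signal with DMSO vehicle wells as background; inactives centre near 16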
Rac1 act GTP bind: GTP binding modulators of activated mutant Rac1, primary screen, biochemical, bead-based flow cytometry, multiplex, fluorescent GTP; hit rate 0.11% among 190,000; AID 764, 2007; Ras-related C3 botulinum toxin substrate 1 (Homo sapiens), P63000; percent activity (GTP binding), % at 10 µM; GST-Rac1 activated beads; actives lie on both sides; 100% means binding = to untreated wells;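 active = GTP binding at least 20 percentage points away from the 100% baseline, in either direction, so actives lie on both sides; inconclusive = Compound likely fluorescent itself, or too few beads counted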
Mcl1 Bid PPI: Mcl-1/Bid binding inhibitors, primary screen, biochemical, TR-FRET, 1536-well | AID 1021, 2008 | inhibition, % at 21.7 µM | TR-FRET Mcl-1/Bid-Dy647 peptide binding | hit rate 0.97% among 220,000 | Induced myeloid leukemia cell differentiation protein Mcl-1 (Homo sapiens), Q07820;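 active = compounds that cut the binding signal by more than half at the single screening dose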;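 note: His-tagged Mcl-1 with europium anti-His antibody binding Bid BH3 peptide; 0% = Mcl-1 plus peptide wells and 100% = peptide-only wells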
Rac1 wt GTP bind: wildtype Rac1 GTP binding modulators, primary screen, biochemical, GST-Rac1 beads, flow cytometry, multiplex; hit rate 0.27% among 190,000; Ras-related C3 botulinum toxin substrate 1 (Homo sapiens), P63000; fluorescent GTP binding; actives lie on both sides; 0 = cold GTP competed, 100 = untreated; AID 757, 2007; GTP binding activity (% of control), % at 10 µM;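 active = GTP binding activity at least 20 points away from the 100% control level, either lower or higher; inconclusive = compound flagged as likely green fluorescent, judged across all proteins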
Pf gamet viab: late stage P. falciparum gametocyte viability inhibitors, primary screen, ATP luminescence, HTS. P. falciparum stage V gametocytes, 24 h. inhibition, % at 10.9 µM. hit rate 0.065% among 150,000. AID 743093, 2013;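 active = inhibition above the mean plus 3 SD of compounds within the control limits, set per campaign, cut at about 38% in these data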;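 note: 0% = DMSO wells and 100% = medium only without gametocytes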
Rab7 wt modul: modulators of GTP binding to Rab7, primary screen, biochemical, wildtype, multiplex bead flow cytometry; GST-Rab7 beads, fluorescent GTP binding; actives lie on both sides; untreated = 100%, excess cold GTP = 0%; AID 758, 2007; hit rate 0.055% among 190,000; GTP binding activity (percent of control), % at 10 µM;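 active = fluorescent GTP binding to Rab7 beads changed by at least 20 points from the 100% baseline, either direction, mostly lower; inconclusive = compound itself probably fluorescent, or too few beads counted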;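 note: median green fluorescence of bound Bodipy-FL-GTP per Rab7 bead population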
The depositor's hits bear a star; ? = inconclusive; · = no result given.

SMILES	Cdc42 wt GTP	Mcl1-Noxa inh	HRas wt GTP bind	Avidin fluor	Rab2 wt GTP	GSH fluor	Rac1 act GTP bind	Mcl1 Bid PPI	Rac1 wt GTP bind	Pf gamet viab	Rab7 wt modul
C(=C\c1ccccc1)/C=N/N1CCN(Cc2ccccc2)CC1	94	24	94	16	94	11	94	-28	97	-5	94
O=C(COc1ccc(/C=N/NC(=O)CSCc2ccc([N+](=O)[O-])cc2)cc1)NCc1ccco1	98	3	102	17	101	16	100	-61	103	-6	102
CCCS(=O)(=O)N1CCN(C(=O)c2cccs2)CC1	102	-3	102	10	97	33	99	-25	108	·	95
O=C(NCc1cccnc1)/C(=C\c1ccc(-c2ccc(Cl)c(Cl)c2)o1)S(=O)(=O)c1ccccc1	95	40	98	5	96	10	95	55*	102	15	98
O=c1c2ccccc2[nH]c(=S)n1Cc1cccs1	98	4	96	15	98	9	97	-41	97	·	99
CCCCC(CCC(=O)O)(C(=O)OCC)c1csc(Nc2ccc(C)cc2)n1 (centres undefined)	95	8	93	0	97	13	91	1	96	4	104
Cn1cnnc1SCc1ccc(C(=O)N/N=C(\CCC(=O)O)c2ccc(C(C)(C)C)cc2)cc1	100	23	100	3	96	5	98	-20	103	-17	99
CCCCn1nc(C(=O)O)ccc1=O	96	11	95	13	97	14	99	4	93	·	95
CCc1nnc2sc(-c3ccc(NC(=O)c4ccc5c(c4)OCCO5)cc3)nn12	101	15	100	37	99	14	96	15	97	·	101
Cc1ccccc1Nc1nc(N)nc(CSc2nc3ccccc3s2)n1	98	4	101	13	100	5	98	-26	103	14	102
O=C(O)CN1CCCC1=Nc1ccccc1	103	9	102	16	103	11	99	-13	105	12	100
COc1ccc(CCNC(=O)COc2ccc(C)nc2[N+](=O)[O-])cc1OC	89	-16	93	25	92	6	94	-9	92	·	94
Cc1nn(C)c(C)c1NC(=O)c1ccnn1C	100	19	102	14	99	22	100	-12	102	1	103
O=C(N/N=C/c1ccco1)c1ccc(N2CCCC2=O)cc1	101	8	99	13	99	11	98	93*	101	10	95
CC(C)(C)NS(=O)(=O)c1ccc(CCC(=O)NCc2cccnc2)cc1	99	-11	98	12	102	24	97	-21	105	·	102
Cc1ccc(CNC(=O)C2CC(c3ccc([N+](=O)[O-])cc3)=NO2)cc1 (centres undefined)	99	5	97	27	97	21	96	20	99	31	97
O=C(Cn1nc(-c2ccc3c(c2)OCCO3)ccc1=O)Nc1cccc(NC(=O)c2ccccn2)c1	97	-28	95	21	97	11	96	25	97	·	99
CC1=NN(c2nc(-c3ccc(F)cc3)cs2)C(=O)C1	98	-58	97	6	95	22	96	-182	98	·	95
CCCN1CCN(c2ncnc3scc(C4COc5ccccc5O4)c23)CC1 (centres undefined)	97	16	100	12	99	19	98	-8	101	12	103
COc1ccc(CNC(=S)Nc2ccc(F)c(Cl)c2)cc1	99	13	98	6	99	15	96	-117	99	·	97
O=c1[nH]cnc2c1N1CCC2CC1	107	23	106	15	104	27	101	7	104	13	100
COc1cc(CC(=O)NCc2ccco2)cc(OC)c1OC	?	12	?	15	?	20	?	-8	?	·	?
Cc1c(Cl)c([N+](=O)[O-])nn1CC(=O)Nc1ccc2c(c1)OCO2	100	4	101	11	99	5	101	-20	104	1	97
CCCCn1ccc(O)c(Cc2ccc(F)cc2)c1=O	102	3	101	9	100	33	98	-7	103	·	99
O=C(CSc1nc2cc(Cl)ccc2s1)NCc1ccc2c(c1)OCO2	93	-26	93	7	93	7	94	-41	96	-16	91

The list goes on:
SMILES	Cdc42 wt GTP	Mcl1-Noxa inh	HRas wt GTP bind	Avidin fluor	Rab2 wt GTP	GSH fluor	Rac1 act GTP bind	Mcl1 Bid PPI	Rac1 wt GTP bind	Pf gamet viab	Rab7 wt modul
Cc1nnc(SCC(=O)Nc2nsc(-c3ccccc3)n2)s1	107	0	108	17	108	21	104	-21	108	21	110
COC(=O)C(c1cc(OC)c(O)c(OC)c1)(N1CCNC(C)C1)C(F)(F)F (centres undefined)	100	9	102	13	101	29	96	-37	104	-5	105
COc1ccc(Oc2cc(F)nc(N)n2)cc1	98	3	101	27	99	15	97	0	103	·	99
COc1ccc(C(=O)NC(C(=O)N2CCc3ccccc32)C(C)C)cc1 (centres undefined)	99	-6	98	5	99	10	99	3	104	-5	103
NC(=O)CSc1nc2scc(-c3ccc(Cl)cc3)c2c(=O)n1Cc1ccccc1	102	-6	99	14	99	13	99	9	100	10	99
O=C(Nc1ccc(Cl)cc1)c1cc2nc(-c3ccco3)cc(C(F)(F)F)n2n1	96	-2	97	31	98	16	92	-8	93	·	96
COc1ccc(N(CC(=O)O)S(C)(=O)=O)cc1OC	100	-15	99	9	101	34	97	18	96	·	99
O=[N+]([O-])c1ccc(Sc2nccn2Cc2ccccc2)c([N+](=O)[O-])c1	99	5	97	8	98	18	90	3	100	-2	96
COc1ccc(/C=C/C(=O)OCc2cccc([N+](=O)[O-])c2)cc1	88	-15	90	16	90	12	90	-7	88	13	98
O=C(CCn1c(=O)oc2ccccc21)Nc1nc2ccccc2s1	98	6	96	8	97	20	101	-8	100	·	95
CC(C)OC(=O)COc1ccc(-c2ccccc2)cc1	100	7	100	20	101	12	97	-11	98	·	99
O=C(NCC1CCCO1)c1cc(S(=O)(=O)N2CCCC2)c(Cl)cc1Cl (centres undefined)	93	11	93	8	96	27	95	-7	98	-6	95
COc1ccccc1N1CCN(c2nc3c(C)cccn3c(=O)c2C=O)CC1	101	16	100	5	102	14	100	-6	104	·	100
O=C(CCNC(=O)Cn1ccc2ccccc2c1=O)NCCCN1CCN(c2ccc(F)cc2)CC1	105	-15	105	18	107	20	102	1	104	-13	107
CCC(c1nnnn1Cc1ccc(OC)cc1)N(CCCO)Cc1cc2cc3c(cc2[nH]c1=O)OCO3 (centres undefined)	104	-21	104	7	103	14	101	-23	105	4	102
Fc1ccc(Nc2nc(Oc3ccc4c(c3)OCO4)nc(N3CCOCC3)n2)c(F)c1	99	-1	99	7	98	31	98	5	100	·	97
CN(c1ccc(C(=O)NCC2CCCO2)cc1)S(=O)(=O)c1ccccc1 (centres undefined)	105	7	105	15	105	16	100	-27	104	·	109
CC(=O)Nc1cccc(C(=O)O)n1	99	-27	98	9	98	13	95	-32	97	-3	98
CCOCCCNC(=O)c1c[nH]c2ccc(C)cc2c1=O	98	-16	95	22	97	18	94	4	101	·	99
O=C(CSc1nnc(Cc2ccccc2)n1-c1ccc(F)cc1)N1CCOCC1	108	10	105	7	106	15	103	7	105	12	103
CC1CCN(CC(=O)Nc2ccc(N3CCCCCC3)cc2)CC1	96	39	99	9	97	23	99	-36	104	21	100
COc1ccc(/C=N/NC(=O)Cn2c(Cc3ccc(OC)c(OC)c3)nc3ccccc32)cc1	99	-7	97	2	96	9	98	18	101	15	97
Cc1ccc(/C=C/C(=O)Nc2ccc(S(N)(=O)=O)cc2)o1	99	33	99	8	100	8	98	-30	101	4	107
O=C(Cc1c[nH]c2ccccc12)Nc1nnc(C2CC2)s1	97	-3	97	6	99	22	95	-52	97	-16	98
O=C(CSCc1ccc(F)cc1)Nc1ccccc1C(=O)N1CCOCC1	104	1	103	12	103	11	101	4	104	-25	105
O=C(NCC(=O)N1CCCC1)c1cccs1	100	5	99	23	100	31	99	1	102	-8	99
CCOC(=O)c1cc(-c2ccc(C)cc2)n(CCC(=O)NC(C)CC)c1C (centres undefined)	105	-1	102	64*	99	19	101	-52	105	6	97
CCC1CCCCN1C(=O)COc1ccc(F)cc1 (centres undefined)	95	26	96	10	93	12	96	9	101	·	98
COc1cc(-c2[nH]nc3c2C(c2ccoc2)C(C#N)=C(N)O3)cc(OC)c1OC (centres undefined)	97	4	98	4	101	14	97	-35	103	·	96
O=C(NCCOCCOCCNC(=O)c1cccnc1)c1cccnc1	96	16	96	7	94	30	94	-32	96	·	93

11 entries from above, with two lines to a compound:
Screens in order: Cdc42 wt GTP, Mcl1-Noxa inh, HRas wt GTP bind, Avidin fluor, Rab2 wt GTP, GSH fluor, Rac1 act GTP bind, Mcl1 Bid PPI, Rac1 wt GTP bind, Pf gamet viab, Rab7 wt modul
- Cc1nnc(SCC(=O)Nc2nsc(-c3ccccc3)n2)s1
 : 107, 0, 108, 17, 108, 21, 104, -21, 108, 21, 110
- COC(=O)C(c1cc(OC)c(O)c(OC)c1)(N1CCNC(C)C1)C(F)(F)F (centres undefined)
 : 100, 9, 102, 13, 101, 29, 96, -37, 104, -5, 105
- COc1ccc(Oc2cc(F)nc(N)n2)cc1
 : 98, 3, 101, 27, 99, 15, 97, 0, 103, ·, 99
- COc1ccc(C(=O)NC(C(=O)N2CCc3ccccc32)C(C)C)cc1 (centres undefined)
 : 99, -6, 98, 5, 99, 10, 99, 3, 104, -5, 103
- NC(=O)CSc1nc2scc(-c3ccc(Cl)cc3)c2c(=O)n1Cc1ccccc1
 : 102, -6, 99, 14, 99, 13, 99, 9, 100, 10, 99
- O=C(Nc1ccc(Cl)cc1)c1cc2nc(-c3ccco3)cc(C(F)(F)F)n2n1
 : 96, -2, 97, 31, 98, 16, 92, -8, 93, ·, 96
- COc1ccc(N(CC(=O)O)S(C)(=O)=O)cc1OC
 : 100, -15, 99, 9, 101, 34, 97, 18, 96, ·, 99
- O=[N+]([O-])c1ccc(Sc2nccn2Cc2ccccc2)c([N+](=O)[O-])c1
 : 99, 5, 97, 8, 98, 18, 90, 3, 100, -2, 96
- COc1ccc(/C=C/C(=O)OCc2cccc([N+](=O)[O-])c2)cc1
 : 88, -15, 90, 16, 90, 12, 90, -7, 88, 13, 98
- O=C(CCn1c(=O)oc2ccccc21)Nc1nc2ccccc2s1
 : 98, 6, 96, 8, 97, 20, 101, -8, 100, ·, 95
- CC(C)OC(=O)COc1ccc(-c2ccccc2)cc1
 : 100, 7, 100, 20, 101, 12, 97, -11, 98, ·, 99
